PP1 inh = PP1-alpha (human) inhibition in PP5 counter-screen; P62136; purified PP1alpha, OMFP fluorescence; inhibition, % at 6.7 µM; 0.9% of 320,000 active;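 active means inhibition above the mean inhibition of all tested compounds plus 3 SD, computed separately for each screening campaign, cut at about 15% in these data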
TPT1 inhibitor = inhibitors of Candida albicans tRNA 2'-phosphotransferase TPT1; AID 1962; inhibition, % at 5 µM; recombinant caTPT1, FP RNA substrate dephosphorylation; 0.81% of 300,000 active;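 active means inhibition above the mean of all tested compounds plus 3 SD, set per screening campaign, cut at about 24% in these data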;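 further: plate controls were DMSO alone for no effect and ferristatin control at 100 nM for full effect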
CTSL1 counter = cathepsin L1 inhibition, PFM18AAP counter-screen. recombinant F. hepatica cathepsin L1, Z-Leu-Arg-MCA fluorescence. inhibition, % at 5.96 µM. 0.49% of 300,000 active;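 active means inhibition above the mean of all tested compounds plus 3 SD, set per screening campaign, cut at about 17% in these data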;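 further: 0% = plate median of test compound wells and 100% = 1 µM Z-Phe-Ala-diazomethylketone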
PP5 inh = inhibitors of human protein phosphatase 5 (PP5); inhibition, % at 6.7 µM; AID 1987; purified PP5c, OMFP substrate fluorescence; P53041; 0.18% of 320,000 active;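 active means inhibition above the campaign's mean inhibition across all tested compounds plus 3 SD, cut at about 9.5% in these data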;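 further: 0% = DMSO only and 100% = 100 µM cantharidin control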
Target sequence (P53041 whole entry, looked up): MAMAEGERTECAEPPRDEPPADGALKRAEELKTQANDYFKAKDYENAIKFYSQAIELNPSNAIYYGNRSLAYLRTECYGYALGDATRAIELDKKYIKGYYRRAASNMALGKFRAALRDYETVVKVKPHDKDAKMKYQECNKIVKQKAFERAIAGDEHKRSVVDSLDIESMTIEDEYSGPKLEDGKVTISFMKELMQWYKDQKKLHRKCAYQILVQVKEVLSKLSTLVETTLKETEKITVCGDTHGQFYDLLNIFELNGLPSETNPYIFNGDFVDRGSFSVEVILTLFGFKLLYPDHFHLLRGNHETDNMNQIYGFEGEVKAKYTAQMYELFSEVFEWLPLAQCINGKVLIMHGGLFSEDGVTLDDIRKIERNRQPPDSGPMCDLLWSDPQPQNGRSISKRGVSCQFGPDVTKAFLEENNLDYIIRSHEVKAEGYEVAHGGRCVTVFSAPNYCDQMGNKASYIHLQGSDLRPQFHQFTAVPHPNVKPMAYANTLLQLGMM
core dimer inh = blocks dimerization of HCV core protein | TR-FRET GST/Flag-core106 dimerization, 1536-well | inhibition, % at 5 µM | 0.33% of 300,000 active;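 active means inhibition above the mean of all tested compounds plus 3 SD, set per screening campaign, cut at about 45% in these data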
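Material: GST/Flag-tagged HCV core106 proteins. Incubation: 4 h, 22.5 °C incubation. Read-out basis: inhibition (%) from 671 over 617 nm ratio. Measured by: TR-FRET, excitation 340 nm, emission 617 and 671 nm.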
proCasp7 act = counter-screen: procaspase-7 (human) activation | P55210 | AID 463210 | 0.093% of 330,000 active | recombinant procaspase-7, Ac-DEVD-pNA absorbance 405 nm; D23A/D198A/D206A triple mutant, cannot self-cleave; scale: DMSO 0, 5 µM enzyme 100 | activation, % at 8.5 µM;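 active means percent activation above the screen-wide mean plus 3 SD, cut at about 25% in these data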
Target sequence (P55210 whole entry D23A/D198A/D206A): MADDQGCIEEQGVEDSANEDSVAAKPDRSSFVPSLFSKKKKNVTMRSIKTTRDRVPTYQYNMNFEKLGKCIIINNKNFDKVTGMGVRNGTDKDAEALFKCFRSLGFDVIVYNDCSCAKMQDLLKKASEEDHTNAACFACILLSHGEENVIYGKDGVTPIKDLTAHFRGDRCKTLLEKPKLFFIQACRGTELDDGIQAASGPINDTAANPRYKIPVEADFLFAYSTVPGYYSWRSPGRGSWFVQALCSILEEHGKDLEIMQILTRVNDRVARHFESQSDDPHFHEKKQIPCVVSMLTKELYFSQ
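System: Procaspase-7 triple mutant (PC-7 D3A); measure: % activation from two-timepoint absorbance difference, scaled to controls; times: 1 h compound preincubation, 2 h substrate cleavage, 25 °C; also added: Ac-DEVD-pNA substrate, 400 µM as added; measured by: Epi-absorbance of released pNA at 405 nm, two timepoints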
PAFAH2 FP inh = inhibitors of human PAFAH2. inhibition, % at 3.39 µM. 0.99% of 340,000 active. recombinant PAFAH2, FP-rhodamine activity probe, fluorescence polarization;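 active means inhibition above the mean over all tested compounds plus 3 SD, cut at about 30% in these data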;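 further: inhibitors block probe labeling of enzyme so polarization drops; 0% = enzyme with DMSO and 100% = wells lacking PAFAH2 protein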
AHR act = activates the human aryl hydrocarbon receptor; activation, % at 5 µM; AID 2796; AHR-responsive luciferase reporter cells, luminescence; 2.5% of 320,000 active; in the data active means activation above about 47%;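 further: 0% = vehicle wells and 100% = reference agonist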
procasp3 activ = activators of human procaspase-3; P42574; recombinant procaspase-3 D3A, Ac-DEVD-pNA absorbance 405 nm; activation, % at 8.5 µM; 0.11% of 330,000 active; AID 463141;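 active means activation above the mean of all tested compounds plus 3 SD, cut at about 21% in these data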;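 further: 0% = DMSO alone and 100% = DMSO wells spiked with extra 5 µM PC-3 D3A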
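Test system: Procaspase-3 D3A mutant; medium: Zinc-free HEPES/NaCl buffer with 0.01% Triton X-100 at pH 7.4; reagent: DEVD-pNA substrate; doses: one concentration, 8.5 µM nominal, 0.8% DMSO; times: 1 h preincubation plus 2 h reaction at 25 °C; signal: Epi-absorbance at 405 nm of released p-nitroaniline, 0 and 120 min; replicates: singlicate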
Active calls of the source: *; nt = no result given. This is a subset, so the mix of outcomes need not match the whole.

SMILES	PP1 inh	TPT1 inhibitor	CTSL1 counter	PP5 inh	core dimer inh	proCasp7 act	PAFAH2 FP inh	AHR act	procasp3 activ
O=C(CN1CC(c2ccccc2)CC1=O)Nc1cccc(F)c1 (stereo not given)	-5	3	-1	1.7	-2	5	1	-1	-1
COc1ccc(C=O)cc1O	0	2	3	-1.7	11	6	-1	0	2
COc1ccccc1NC1=NCCS1	-1	-3	-3	-1.1	-3	2	2	0	2
CCCC/C(=N/O)c1c(C)[nH]c2ccccc12	-3	-1	-1	1.7	-1	11	-5	7	-3
OC(c1ccccc1)(c1ccccc1)C1CCCN1 (stereo not given)	1	0	-1	-1.0	1	5	9	-2	3
Cc1ccc(C(O)(C(=O)NNC(=O)CN2CCN(C)CC2)c2ccc(C)cc2)cc1	0	-1	-4	2.3	1	7	-9	-4	3
O=c1[nH]c(=O)n(Cc2ccccc2)c(O)c1C=NCCN1CCOCC1	-2	1	-1	3.5	2	10	-2	-1	3
COc1ccc(NC(=O)[C@@H](NC(=O)N2C[C@H]3C[C@@H](C2)c2cccc(=O)n2C3)C(C)C)cc1	2	-1	-1	0.1	-1	9	1	-1	-1
CN(C)c1ccc(/C=C2\C(=O)NC(=O)N(Cc3ccc(F)cc3)C2=O)cc1	-4	29*	2	-0.8	7	-17	14	1	-15
O=P1(NCCCl)OCCCN1CCCl (stereo not given)	-2	-3	-4	-0.1	-2	-8	3	-3	7
O=C(NC1CN2CCC1CC2)c1cc(Cl)c([N+](=O)[O-])c2nc[nH]c12 (stereo not given)	0	-1	0	-0.1	-4	1	0	7	4
O=C(O)c1ccc(-[n+]2c(-c3ccccc3)cc(-c3ccccc3)cc2-c2ccccc2)cc1	1	0	-1	1.7	-7	0	4	1	0
COC(=O)C(O)(c1c[nH]c2ccccc12)C(F)(F)F (stereo not given)	0	1	-2	3.4	-3	3	-12	9	0
Cn1ncc(Cl)c1C(=O)N1CCC2(CC1)OCCO2	-2	-2	-2	2.2	4	2	1	-3	-2
Oc1cc(O)cc(/C=C/c2ccc(O)cc2O)c1	-2	nt	nt	-0.8	nt	2	6	5	0
O=C1NC(=O)C(CCc2ccncc2)(Cc2cccc(Cl)c2Cl)C(=O)N1c1ccc(Br)cc1 (stereo not given)	7	-4	-2	3.8	11	-8	4	2	0
c1ccc2c(CCNC3CCCCC3)c[nH]c2c1	0	-2	13	2.1	1	-8	4	5	-11
O=C1NC(=O)C(=Cc2cc(Cl)ccc2OCc2ccc(C(=O)O)cc2)C(=O)N1	-1	-3	-2	-2.8	-1	-3	-4	4	4
CCC(C)N=Cc1c(O)n(-c2ccccc2)c(=O)[nH]c1=O (stereo not given)	1	-1	-3	4.9	0	-24	-4	-1	-3
CCOc1cccc(CNC2CN3CCC2CC3)c1 (stereo not given)	-8	-2	-3	3.9	-6	-3	8	2	-7

A different layout for part of the listing above.
Results follow in this order: PP1 inh	TPT1 inhibitor	CTSL1 counter	PP5 inh	core dimer inh	proCasp7 act	PAFAH2 FP inh	AHR act	procasp3 activ
OC(c1ccccc1)(c1ccccc1)C1CCCN1 (stereo not given)
 : 1	0	-1	-1.0	1	5	9	-2	3
Cc1ccc(C(O)(C(=O)NNC(=O)CN2CCN(C)CC2)c2ccc(C)cc2)cc1
 : 0	-1	-4	2.3	1	7	-9	-4	3
O=c1[nH]c(=O)n(Cc2ccccc2)c(O)c1C=NCCN1CCOCC1
 : -2	1	-1	3.5	2	10	-2	-1	3
COc1ccc(NC(=O)[C@@H](NC(=O)N2C[C@H]3C[C@@H](C2)c2cccc(=O)n2C3)C(C)C)cc1
 : 2	-1	-1	0.1	-1	9	1	-1	-1
CN(C)c1ccc(/C=C2\C(=O)NC(=O)N(Cc3ccc(F)cc3)C2=O)cc1
 : -4	29*	2	-0.8	7	-17	14	1	-15
O=P1(NCCCl)OCCCN1CCCl (stereo not given)
 : -2	-3	-4	-0.1	-2	-8	3	-3	7
O=C(NC1CN2CCC1CC2)c1cc(Cl)c([N+](=O)[O-])c2nc[nH]c12 (stereo not given)
 : 0	-1	0	-0.1	-4	1	0	7	4
O=C(O)c1ccc(-[n+]2c(-c3ccccc3)cc(-c3ccccc3)cc2-c2ccccc2)cc1
 : 1	0	-1	1.7	-7	0	4	1	0
COC(=O)C(O)(c1c[nH]c2ccccc12)C(F)(F)F (stereo not given)
 : 0	1	-2	3.4	-3	3	-12	9	0
Cn1ncc(Cl)c1C(=O)N1CCC2(CC1)OCCO2
 : -2	-2	-2	2.2	4	2	1	-3	-2
Oc1cc(O)cc(/C=C/c2ccc(O)cc2O)c1
 : -2	nt	nt	-0.8	nt	2	6	5	0
O=C1NC(=O)C(CCc2ccncc2)(Cc2cccc(Cl)c2Cl)C(=O)N1c1ccc(Br)cc1 (stereo not given)
 : 7	-4	-2	3.8	11	-8	4	2	0
c1ccc2c(CCNC3CCCCC3)c[nH]c2c1
 : 0	-2	13	2.1	1	-8	4	5	-11
O=C1NC(=O)C(=Cc2cc(Cl)ccc2OCc2ccc(C(=O)O)cc2)C(=O)N1
 : -1	-3	-2	-2.8	-1	-3	-4	4	4
CCC(C)N=Cc1c(O)n(-c2ccccc2)c(=O)[nH]c1=O (stereo not given)
 : 1	-1	-3	4.9	0	-24	-4	-1	-3
CCOc1cccc(CNC2CN3CCC2CC3)c1 (stereo not given)
 : -8	-2	-3	3.9	-6	-3	8	2	-7

Other compounds
SMILES	PP1 inh	TPT1 inhibitor	CTSL1 counter	PP5 inh	core dimer inh	proCasp7 act	PAFAH2 FP inh	AHR act	procasp3 activ
COc1ccc(C(=O)C(Cc2ccccc2)N(C)C)cc1 (stereo not given)	-5	1	4	0.9	0	-3	1	0	2
O=C(Cc1ccccc1)OCCN1CCOCC1	-1	3	-1	2.1	-6	-3	-7	-1	-5
Cc1nn(-c2ccccc2)c2c1C(c1ccc3c(c1)OCO3)SCC(=O)N2 (stereo not given)	9	-2	-1	0.3	-5	-2	2	3	-4
COc1ccc(C=C2C(=O)N(C)C(=O)N(C)C2=O)cc1COc1ccc(NC(C)=O)cc1	0	5	1	1.8	1	-7	-1	1	7
COc1cccc(CN2CCN(Cc3cccc(F)c3)CC2)c1	3	-5	2	0.2	2	-3	3	-3	0
CCCCOc1ccc(C(C)=O)cc1Cc1c(O)[nH]c(=S)[nH]c1=O	-2	2	-1	0.4	-1	-11	5	1	4
Cc1ccc2c(c1)CC1(CN2C)C(=O)NC(=O)N(CCc2ccccc2)C1=O (stereo not given)	4	3	-2	0.8	2	3	-2	2	-2
COc1ccc(OC)c(C(O)C2CCCCN2)c1 (stereo not given)	-2	-3	2	0.0	-5	18	2	1	9
Nc1c(C(=O)NC2CCCC2)c2nc3ccccc3nc2n1CC1CCCO1 (stereo not given)	5	7	4	7.5	-5	0	7	22	13
COCCCNC(=O)c1c(NC(=O)c2ccco2)n(Cc2ccccc2)c2nc3ccccc3nc12	-4	16	-4	-1.9	10	-18	-4	1	-10
NN=C(N)N	-3	-4	-4	-2.4	9	4	3	53*	4
COc1ccc(NC(=O)c2c(C)nn(Cc3ccccc3Cl)c2Cl)cc1Cl	3	-3	1	-2.7	9	3	1	5	3
CCOC(=O)C(O)(c1cn(C)c2ccccc12)C(F)(F)F (stereo not given)	-4	-4	-5	0.3	-4	3	-1	-3	3
c1ccc2c(N3CCNCC3)cccc2c1	-4	4	-2	-2.0	6	7	-1	-4	4
NC(N)=Nc1ccc2[nH]c3c(c2c1)C[C@@]1(O)[C@H]2Cc4ccc(O)c5c4[C@@]1(CCN2CC1CC1)C3O5 (stereo not given in full)	nt	nt	nt	nt	nt	9	-1	0	7
Cc1ccc(-n2c(/C=C/c3ccc4c(c3)OCO4)nc3ccccc3c2=O)cc1	-2	6	0	0.9	9	7	nt	13	-1
CC1CCCCN1CC(=O)c1ccc2cc[nH]c2c1 (stereo not given)	3	7	0	0.0	9	1	-3	21	5
COc1ccc(C2CN(C)CC2C(=O)c2ccc(F)cc2)cc1Cl (stereo not given)	0	4	-1	0.5	-1	-4	1	0	-2
CCC(C)N1C(=O)/C(=C\c2cnc(N(C)C)nc2)C(=O)NC1=S (stereo not given)	-2	20	-23	-0.1	4	-13	-11	0	-18
FC(F)(F)c1cccc(C2NCc3ccccc3-n3cccc32)c1 (stereo not given)	4	-4	1	3.1	-8	4	4	2	-1
CCOC(=O)C1=C(N)Oc2c(c(=O)oc3ccccc23)C12C(=O)N(C)c1ccccc12 (stereo not given)	-3	2	0	-3.7	-4	6	2	5	-3
COc1ccccc1N1CCN(Cc2ccccc2)CC1	1	1	2	-3.2	-7	8	5	3	1
CC[n+]1c(/C=C/C=C/c2ccc(N(C)C)cc2)sc2ccccc21	2	3	0	3.4	-29	-4	-71	1	39*
O=C(O)C(O)(c1ccccc1)C1CCCC1 (stereo not given)	-5	4	-1	-2.3	-2	6	-6	2	1
Cn1c(=O)cc(SCC(=O)N2CCC3(CC2)OCCO3)c2ccc(Cl)cc21	-5	0	-2	0.1	19	-21	-1	4	-3
O=C(CN1CC=C(c2ccccc2)CC1)NC(=O)NC1CCCCC1	-3	-3	-2	-0.3	-3	7	3	0	4
O=C(O)C1C2CCC(O2)C1C(=O)NC1CCCCC1 (stereo not given)	73*	0	-5	76*	-3	3	-7	0	2
CN1CCN(c2ccc([N+](=O)[O-])c(NCc3ccco3)c2)CC1	0	0	1	-2.1	-22	-11	-1	63*	-8
CN1CCC(N(C)c2ccc(C(N)=O)cc2[N+](=O)[O-])CC1	-2	0	1	3.4	5	3	-8	1	-2
C[C@H]1CCC[C@H](O)CCCCCc2cc(O)cc(O)c2C(=O)O1	0	-4	-3	0.4	-3	-1	1	-2	10
O=C(Cc1ccccc1)OCC(=O)N1CCN(S(=O)(=O)c2ccc(Cl)cc2)CC1	-5	2	-24	-0.1	-3	4	11	-3	-7
COc1ccc(Br)cc1CN1CCN(C(=O)Cc2ccccc2)CC1	1	2	-2	0.0	-3	-11	-4	10	-7
